# Screening data from PubChem BioAssay.
# GIRK2 activator = activators of NPY4-receptor-primed GIRK2 channels, summary, cell-based, HEK293, thallium flux | HEK293 GIRK2/NPY4 cells, thallium flux fluorescence | activation (% efficacy), % for hits at 37.5 µM | 34,000 tested, under 10 active | AID 1259324, 2017;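 active = primary screen hit, no activity in plain HEK293 cells, and in GIRK2-only cells above 5% efficacy rising with concentration; inactive = the rest, including fluorescent compounds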;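 also: efficacy is normalized control-subtracted fluorescence 15 s after thallium addition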
# Target sequence (P48051 whole entry, looked up): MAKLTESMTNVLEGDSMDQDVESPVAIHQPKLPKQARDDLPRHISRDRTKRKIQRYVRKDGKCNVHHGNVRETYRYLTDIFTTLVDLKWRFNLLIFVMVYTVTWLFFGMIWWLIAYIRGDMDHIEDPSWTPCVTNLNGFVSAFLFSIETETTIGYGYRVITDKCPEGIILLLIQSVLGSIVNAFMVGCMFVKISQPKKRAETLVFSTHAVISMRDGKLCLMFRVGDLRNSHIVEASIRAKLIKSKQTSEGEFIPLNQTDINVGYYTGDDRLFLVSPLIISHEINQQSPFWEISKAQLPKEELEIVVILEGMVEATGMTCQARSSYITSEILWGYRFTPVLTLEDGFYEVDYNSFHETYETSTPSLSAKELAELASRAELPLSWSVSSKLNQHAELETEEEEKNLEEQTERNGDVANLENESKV
# Calls only; i = inactive. This is a subset; count on the stated rates, not on these rows.
No.	Compound	GIRK2 activator
1	Cc1noc(C)c1S(=O)(=O)NCCOc1ccc2nnc(-c3cccc(F)c3)n2n1	i
2	CCOC(=O)N1CCN(C(=O)Cn2cnc(-c3ccc(C)cc3)cc2=O)CC1	i
3	Cc1cc(C(=O)Nc2nc3c(C)c(Cl)ccc3s2)on1	i
4	COc1ccc(CCNC(=O)Cn2cnc(C)cc2=O)cc1OC	i
5	O=C(CCSc1ccccc1)NC1CCCC(O)C1 (stereo not drawn)	i
6	Cc1cccc(-n2c(-c3ccccc3)cn3c4c(=O)n(CC(N)=O)c(=O)n(C)c4nc23)c1C	i
7	O=C(Nc1ccccc1Cl)N1CCN(c2nc3ccc(F)cc3s2)CC1	i
8	O=C(CN1C(=O)CCC1=O)Nc1ccc2cn[nH]c2c1	i
9	COc1cc(C(=O)NC2C=CS(=O)(=O)C2)cc(OC)c1OC (stereo not drawn)	i
10	CS(=O)(=O)Nc1cc(-c2ccccc2)nn1C1CCS(=O)(=O)C1 (stereo not drawn)	i
11	CC(=O)Nc1ccc(S(=O)(=O)Nc2ccc3c(c2)N(C(=O)C(C)(C)C)CC3)c(C)c1	i
12	O=c1ccc(-c2cccs2)nn1Cc1ccccc1	i
13	Cc1cccc(N2CCN(C(=O)c3sc(-n4cccc4)nc3C)CC2)c1	i
14	COc1ccc(CNC(=O)Cn2nc3c(c2NC(=O)c2cccs2)CSC3)cc1	i
15	CC(=O)Nc1ccc(NC(=O)Cn2cc(-c3ccc(Cl)cc3)c(N(C)C)n2)cc1	i
16	CN(C(=O)c1cc2n(n1)CCCO2)C1CCCCC1	i
17	CC12CC(NC(=O)N1CCc1ccccc1)c1cc(Br)ccc1O2 (stereo not drawn)	i
18	COc1ccccc1-c1ccc(N2CCN(C(=O)Cc3cccc(C)c3)CC2)nn1	i
19	CC(=O)Nc1ccc(SCC(=O)N2CCCc3ccccc32)nn1	i
20	O=C(NCC1COC2(CCCCC2)O1)c1ccccc1C(F)(F)F (stereo not drawn)	i
21	CCOC(=O)c1c(SCC(=O)Nc2cccc(OC)c2)nc(=O)[nH]c1C	i
22	O=C(CC1CCCC1)NCCS(=O)(=O)N1CCN(Cc2ccccc2)CC1	i
23	CCCNC(=O)CSc1nc(-c2ccccc2)[nH]c1S(=O)(=O)c1ccc(C)cc1	i
24	O=C(CN1C(=O)c2ccccc2C1=O)NCc1cccc(Oc2ccc(F)cc2)c1	i
25	O=C(NCc1cccs1)c1nc(-c2cnccn2)no1	i
26	Cc1ccc(CNC(=O)C(=O)Nc2c(C(N)=O)oc3ccccc23)cc1	i
27	COc1ccc(S(=O)(=O)CCCC(=O)Nc2nc(-c3cc([N+](=O)[O-])cs3)cs2)cc1	i
28	Cc1cc(C)n(CC(=O)NCc2ccccc2)c(=O)c1-c1nc(-c2ccc3c(c2)OCO3)no1	i
29	CCCc1cc(=O)n(CC(=O)Nc2ccccc2C#N)cn1	i
30	O=C(NCCc1ccccc1)C(=O)NCC1CCN(C(=O)Oc2ccccc2)CC1	i
31	C#CCn1c(=NC(=O)c2ccn(C)n2)sc2cc(C(=O)OC)ccc21	i
32	O=C(COc1ccccc1)NCC(=O)N1CCOC(c2ccccc2)C1 (stereo not drawn)	i
33	N#Cc1ccccc1NC(=O)C(=O)NCCCN1CCOC(c2ccccc2)C1 (stereo not drawn)	i
34	NC(=O)Cn1nnn(-c2ccc(NC(=O)CCSc3ccccc3)cc2)c1=O	i
35	O=C(NCCn1ncc2c(N3CCN(Cc4ccccc4)CC3)ncnc21)c1cccc(Cl)c1	i
36	CC(C)c1ccc(NC(=O)CCN2C(=O)c3ccccc3S2(=O)=O)cc1	i
37	COc1ccc(CC(=O)NCC2(c3ccc(F)cc3)CC2)cc1OC	i
38	O=C(Cn1cnc(-c2cccs2)cc1=O)NCc1nc2ccccc2[nH]1	i
39	O=C(c1cc2n(n1)CCCO2)N1CCC(Cc2ccccc2)CC1	i
40	COc1ccc(Cl)cc1C(=O)N1CCCN(CCn2nc(C)cc2C)CC1	i
41	COc1cc2c(cc1OC)CN(C(=O)CCc1sc(C)nc1-c1cccs1)CC2	i
42	CSc1ccccc1CN1CCC(CNC(=O)Cc2ccc(F)cc2)CC1	i
43	COC(=O)N1CCC(CNS(=O)(=O)Cc2cccc(F)c2)CC1	i
44	Cc1ccc(CNS(=O)(=O)c2ccc3oc(=O)ccc3c2)cc1	i
45	O=S(=O)(c1ccc(Cl)cc1)c1nc(-c2ccccc2F)oc1N1CCOCC1	i
46	COc1ccc(-c2ccc(=O)n(CCCC(=O)N(C)c3ccccc3)n2)cc1OC	i
47	COCC(C)Nc1nc(C)c([N+](=O)[O-])c(NCc2ccccc2)n1 (stereo not drawn)	i
48	O=C(CCCc1ccccc1)N1CCC2(CC1)NC(=O)N(CCc1ccccc1)C2=O	i
49	O=C(NCC(O)Cc1ccccc1)Nc1ccccc1C(F)(F)F (stereo not drawn)	i
50	CC1(C)C2CCC1(C)C(OCC(O)CN1CCOCC1)C2 (stereo not drawn)	i

# Remaining list, next part:
No.	Compound	GIRK2 activator
51	COc1cccc(-n2c(=O)[nH]c3c(C(N)=O)nc(-c4ccc([N+](=O)[O-])cc4)nc32)c1	i
52	CC(CCc1ccccc1)NC(=O)C1CCC(Cn2c(=S)[nH]c3ccccc3c2=O)CC1 (stereo not drawn)	i
53	O=C(CN1C(=O)c2ccccc2S1(=O)=O)Nc1cccc(C(F)(F)F)c1	i
54	CCCS(=O)(=O)Nc1ccc(-n2nnn(CCOC)c2=O)cc1	i
55	Cc1nc2cc(NC(=O)C3CN(c4nc5ccccc5s4)C3)ccc2s1	i
56	Cc1cc(C(=O)N2CCOCC2)nn1CC(=O)Nc1nccs1	i
57	O=S(=O)(NCCNc1cc(-n2cccn2)ncn1)c1ccccc1	i
58	CCN1CCN(S(=O)(=O)CCNC(=O)CCc2ccc(OC)cc2)CC1	i
59	Cc1ccc(Cn2c(CO)cnc2SCc2cccc([N+](=O)[O-])c2)cc1	i
60	COc1ccc(-c2nsc(C(=O)NCc3cccs3)c2N)cc1	i
61	Cn1ccnc1N1CCN(C(=O)c2cc(=O)c3ccccc3o2)CC1	i
62	COc1cccc(NC(=O)CCc2csc(NC(=O)c3ccco3)n2)c1	i
63	Cc1ccc(N2C(=O)CCS2(=O)=O)cc1S(=O)(=O)Nc1cccc2cccnc12	i
64	CCCCS(=O)(=O)NCC#CCN1CCc2ccccc2C1	i
65	O=C(Cn1cc(-c2nnc(-c3ccccc3)o2)c2ccccc21)NCc1ccccc1	i
66	Cc1nn(C2CCS(=O)(=O)C2)c2nc(-c3ccco3)cc(C(=O)NCCCn3ccnc3)c12 (stereo not drawn)	i
67	COC(=O)c1cc(OC)c(OC)cc1N/C=C(/C#N)C(=O)Nc1ccc(OC)cc1	i
68	Cc1ccc(Cl)cc1-n1nnnc1SCC(=O)Nc1ccc2nccnc2c1	i
69	CCOc1ccccc1NC(=O)Nc1ccc2c(c1)N(S(C)(=O)=O)CCC2	i
70	COc1ccc(S(=O)(=O)NCC(c2cccn2C)N(C)C)cc1F (stereo not drawn)	i
71	COc1ccc(OCC(=O)Nc2cc(C)nn2C2CCS(=O)(=O)C2)cc1 (stereo not drawn)	i
72	O=C(Cc1cc(-c2ccc3c(c2)OCO3)on1)Nc1ccc(F)c(F)c1F	i
73	CCOc1ccc2cc(C3CC(c4ccco4)=NN3C(=O)C(C)C)c(Cl)nc2c1 (stereo not drawn)	i
74	CCOc1ccc(NC(=O)Nc2ccc(C)c(N3CCCCC3=O)c2)cc1	i
75	CCSc1ccc(NC(=O)c2ccco2)nn1	i
76	O=C(NCCS(=O)(=O)N1CCN(CCc2ccccc2)CC1)c1ccc(Cl)cc1	i
77	OC(COc1ccccc1-c1ccccc1)CN1CCN(Cc2ccc3c(c2)OCO3)CC1 (stereo not drawn)	i
78	COc1ccccc1Cc1noc(C2CN(S(=O)(=O)c3c(C)noc3C)C2)n1	i
79	Cc1ccc(Cn2nc(C(=O)Nc3c(C)cccc3C)ccc2=O)cc1	i
80	COc1cc(NC(=O)Oc2ccccc2)ccc1N1CCCC1=O	i
81	Cc1ccc(Oc2ccc(N(C)C(=O)c3cccc(F)c3)cc2)nn1	i
82	O=C(Nc1ccc(Oc2ccccc2)cc1)C1CCCN(c2ccc(-n3cccn3)nn2)C1 (stereo not drawn)	i
83	COc1ccccc1OCC(=O)N1CCOC(c2ccc(C(F)(F)F)cc2)C1 (stereo not drawn)	i
84	Cc1c(CCC(=O)O)c(C)n2c(nc3ccccc32)c1C(N)=O	i
85	O=C(Nc1nnc(Cc2cccs2)o1)c1cc2ccccc2oc1=O	i
86	O=C(NCc1ccc(F)cc1)N1CC(c2nc(-c3cccc(C(F)(F)F)c3)no2)C1	i
87	COc1ccc(C(=O)N2CCc3cc(S(=O)(=O)NC4CCCC4)ccc32)cc1OC	i
88	CC(C)CNC(=O)CCn1c(=O)c2ccccc2n2c(SCC(=O)Nc3cccc(F)c3)nnc12	i
89	O=C(NCCCn1ccnc1)C1CN(C(=O)c2c[nH]c3ccccc23)C1	i
90	COCCNC(=O)C(=O)NCCCN1CCN(c2ccccc2)CC1	i
91	Cc1ccc2nc(NC(C)(C)CO)nc(-c3ccccc3)c2c1	i
92	COC(=O)c1cc(-c2cccs2)nc2c1c(C)nn2C1CCS(=O)(=O)C1 (stereo not drawn)	i
93	CCn1nnc2c(=O)n(CC(=O)Nc3cc(C)on3)cnc21	i
94	Cc1cc(C)c(NC(=O)CSc2ncc(S(=O)(=O)c3ccc(Cl)s3)c(N)n2)c(C)c1	i
95	COc1ccc(CCC(=O)Nc2ccc(OC)c(N3CCCCC3=O)c2)cc1	i
96	O=C1NC2(CCN(Cc3ccc(Cl)cc3)CC2)C(=O)N1CCc1ccccc1	i
97	COc1ccc(-n2c(N)c(C(=O)OCC3CCCO3)c3nc4ccccc4nc32)cc1OC (stereo not drawn)	i
98	Cc1cnc2c(c1SCCN1CCCCC1)c(=O)n(C)c(=O)n2C	i
99	C/C=C/Cn1c(N/N=C\C(Br)=C\c2ccccc2)nc2c1c(=O)[nH]c(=O)n2C	i
100	COc1ccc(S(=O)(=O)CC(=O)Nc2nc3cc(OC)c(OC)cc3s2)cc1	i

# Molecules above that have a CF3 group, in the order listed:
No.	Compound	GIRK2 activator
20	O=C(NCC1COC2(CCCCC2)O1)c1ccccc1C(F)(F)F (stereo not drawn)	i
49	O=C(NCC(O)Cc1ccccc1)Nc1ccccc1C(F)(F)F (stereo not drawn)	i
53	O=C(CN1C(=O)c2ccccc2S1(=O)=O)Nc1cccc(C(F)(F)F)c1	i
83	COc1ccccc1OCC(=O)N1CCOC(c2ccc(C(F)(F)F)cc2)C1 (stereo not drawn)	i
86	O=C(NCc1ccc(F)cc1)N1CC(c2nc(-c3cccc(C(F)(F)F)c3)no2)C1	i

# (continued)
No.	Compound	GIRK2 activator
101	CCn1c(N2CCCC2)nc2c1c(=O)n(Cc1ccc(Cl)cc1)c(=O)n2C	i
102	Cc1ccc(C(CNC(=O)c2c(F)cccc2Cl)N2CCOCC2)cc1 (stereo not drawn)	i
103	CCOc1ccc(-n2nnnc2CN2CCN(C(=O)C(CC)c3ccccc3)CC2)cc1 (stereo not drawn)	i
104	COc1ccc(NC(=O)CN2CCN(c3nccn3-c3ccc(C)cc3)CC2)c(OC)c1	i
105	O=C(Nc1cc(C(F)(F)F)ccc1Cl)c1ncccn1	i
106	Cc1ccccc1Nc1oc2c(c1-c1cccc([N+](=O)[O-])c1)c(=O)n(C)c(=O)n2C	i
107	COc1ccc(CNC(=O)NCC(O)C2CCCCC2)cc1OC (stereo not drawn)	i
108	COC(=O)N1CCC(CNC(=O)CC2CCCC2)CC1	i
109	O=C(C1CCCC1)N(CC1CCCO1)c1nc2ccccc2s1 (stereo not drawn)	i
110	Cc1nc(OC(C)C)cc(N2CCN(C(=O)Nc3ccc(F)cc3F)CC2)n1	i
111	Cc1cccc(-c2nnc(NC(=O)C3CCCN3S(C)(=O)=O)o2)c1 (stereo not drawn)	i
112	O=C(NCCn1ncc2c(N3CCN(c4ccccc4)CC3)ncnc21)c1ccccc1F	i
113	CC(C)(C)C(=O)NCCc1csc(-c2ccc(C(F)(F)F)cc2)n1	i
114	N#C/C(C(=O)NCc1ccco1)=c1/s/c(=C2\C(=O)Nc3ccccc32)c(=O)n1-c1ccccc1	i
115	COc1ccc(S(=O)(=O)Nc2ccc3c(c2)N(C(=O)C2CC2)CC3)cc1F	i
116	O=C(Nn1cnc2c(cnn2-c2ccccc2)c1=O)c1ccc(Br)o1	i
117	Cn1nc(CNC(=O)c2ccc(Cl)s2)c2ccccc2c1=O	i
118	C=CCn1c(=O)c2c(nc3n(-c4cc(C)ccc4C)c(C)c(C)n23)n(C)c1=O	i
119	CC(C)(C)n1ncc2c(=O)n(NC(=O)C(=O)c3c[nH]c4ccccc34)cnc21	i
120	CCOC(=O)c1ccc(NC(=O)Cn2nc3ccc(C(=O)Nc4cccc(C)c4)cn3c2=O)cc1	i
121	Clc1cccc(-c2noc(-c3cc(-c4ccco4)n[nH]3)n2)c1	i
122	COc1ccccc1NC(=O)Cn1nc(-c2ccco2)c2sc(N3CCOCC3)nc2c1=O	i
123	COc1ccc(CCS(=O)(=O)NCC2CCN(C3CCCC3)CC2)cc1	i
124	Cc1nnc(-c2cn(CC(=O)NCc3ccco3)c3ccccc23)o1	i
125	COc1ccc(-c2ccc(S(=O)(=O)Nc3ccccc3OC)cc2)cc1	i
126	COC(=O)CN(c1ccc(F)cc1)C1SC(=O)N(Cc2ccccc2)C1=O (stereo not drawn)	i
127	COc1ccc(-c2cc(CC(=O)Nc3ccc(F)c(F)c3F)no2)cc1OC	i
128	CS(=O)(=O)c1ccc(NC(=S)N2CCN(c3ccccc3)CC2)cc1	i
129	COc1ccc(S(=O)(=O)Cc2nc(-c3cccc(C(F)(F)F)c3)no2)cc1	i

# Structural class: the compounds so far containing bromine.
No.	Compound	GIRK2 activator
17	CC12CC(NC(=O)N1CCc1ccccc1)c1cc(Br)ccc1O2 (stereo not drawn)	i
99	C/C=C/Cn1c(N/N=C\C(Br)=C\c2ccccc2)nc2c1c(=O)[nH]c(=O)n2C	i
116	O=C(Nn1cnc2c(cnn2-c2ccccc2)c1=O)c1ccc(Br)o1	i
